Assay outcomes (PubChem BioAssay)
OX1R antag: antagonists of human orexin 1 receptor (OX1R) | Orexin/Hypocretin receptor type 1 (Homo sapiens), O43613 | OX1R-expressing cells, FRET antagonist read-out | inhibition, % at 6.6 µM | 330,000 tested, 1.8% active; in the data active = inhibition mostly above about 38%, no sharp cut-off; inactive = mostly below about 40%;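 also: 0% = agonist challenge alone and 100% = reference antagonist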
Target sequence (O43613 whole entry, looked up): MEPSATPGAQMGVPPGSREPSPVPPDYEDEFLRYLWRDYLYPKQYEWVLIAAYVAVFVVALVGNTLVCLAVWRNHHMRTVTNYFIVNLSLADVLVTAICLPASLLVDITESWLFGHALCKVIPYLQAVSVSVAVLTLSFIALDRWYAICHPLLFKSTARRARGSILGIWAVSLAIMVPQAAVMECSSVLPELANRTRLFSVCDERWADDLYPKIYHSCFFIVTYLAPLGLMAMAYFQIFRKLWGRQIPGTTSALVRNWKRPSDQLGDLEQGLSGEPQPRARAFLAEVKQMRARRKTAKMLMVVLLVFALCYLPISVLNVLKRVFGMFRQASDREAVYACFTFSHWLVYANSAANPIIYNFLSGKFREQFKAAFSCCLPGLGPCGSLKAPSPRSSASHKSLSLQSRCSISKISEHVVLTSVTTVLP
STK33 kinase inh: inhibitors of purified STK33 kinase, primary screen, biochemical, ADP-Glo luminescence, homogeneous, cell-free | Serine/threonine-protein kinase 33 (Homo sapiens), Q9BYT3 | MBP phosphorylation | inhibition, % at 10 µM | 320,000 tested, 0.073% active;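 active = inhibition at or above 25%, using the most active replicate where run in duplicate; inactive = inhibition below 25%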
Target sequence (Q9BYT3 whole entry, looked up): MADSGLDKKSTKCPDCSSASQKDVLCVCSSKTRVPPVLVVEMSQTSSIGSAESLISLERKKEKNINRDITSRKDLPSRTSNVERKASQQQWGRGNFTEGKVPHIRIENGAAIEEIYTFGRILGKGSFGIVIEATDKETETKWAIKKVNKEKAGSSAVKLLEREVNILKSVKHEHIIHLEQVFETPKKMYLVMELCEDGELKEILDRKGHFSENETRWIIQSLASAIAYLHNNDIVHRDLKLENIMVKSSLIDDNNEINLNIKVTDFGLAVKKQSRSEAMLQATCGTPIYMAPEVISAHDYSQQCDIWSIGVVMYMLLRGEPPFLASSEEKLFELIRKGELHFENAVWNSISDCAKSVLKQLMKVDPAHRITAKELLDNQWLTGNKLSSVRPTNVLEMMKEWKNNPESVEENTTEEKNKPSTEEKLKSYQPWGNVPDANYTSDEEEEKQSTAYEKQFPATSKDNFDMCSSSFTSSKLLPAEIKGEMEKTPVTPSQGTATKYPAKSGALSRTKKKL
The depositor's hits bear a star; . = no result given.

Under each structure: OX1R antag | STK33 kinase inh
> NS(=O)(=O)c1ccc(CCNC(=O)c2cccc([N+](=O)[O-])c2)cc1
    25 | 0.0
> CN(CC(=O)Nc1ccc(N2CCOCC2)cc1)C(=O)c1cc2c(s1)CCCC2
    12 | -1.0
> COC(=O)c1ccc(CNC(=O)c2coc3ccccc3c2=O)cc1
    10 | 0.7
> Cc1c(NC2(C#N)CCCCC2)c(=O)n(-c2ccccc2)n1C
    11 | 0.1
> Brc1ccc(Nc2nc(-c3cccnc3)cs2)cc1
    59 | -0.9
> CCOc1ccc(/C=N/N2CCN(Cc3ccccc3)CC2)cc1
    26 | -1.6
> Cc1cccc(NC(=O)CNC(=O)c2ccc3nc[nH]c3c2)c1C
    12 | 0.1
> C=CCNC(=O)CN1CCC(c2nc3ccccc3[nH]2)CC1
    7 | 1.6
> CCN(Cc1ccccc1)S(=O)(=O)c1cc(C(=O)NC2CCCCCC2)ccc1OC
    29 | -3.3
> CCc1c(C2(O)CCCCC2)[nH]c2ccc(C(F)(F)F)cc12
    59* | -0.7
> CCc1ccc(N(C(=O)c2csnn2)C(C(=O)NC(C)(C)CC)c2ccccn2)cc1 (stereo unspecified)
    18 | -0.5
> CC(C)c1ccc(CNc2ccc(N3CCOCC3)cc2)cc1
    22 | -0.7
> C=CCn1cnc2c(oc3ccccc32)c1=O
    . | -0.9
> O=C(CSc1ncn[nH]1)N1CCN(S(=O)(=O)c2ccccc2)CC1
    13 | 0.0
> COc1ccc(Nc2ncc3c(n2)CC(c2ccc(C)cc2)CC3=O)cc1 (stereo unspecified)
    9 | 1.0

Rewritten as labelled records: part of the list above
Cc1c(NC2(C#N)CCCCC2)c(=O)n(-c2ccccc2)n1C
  OX1R antag: 11 | STK33 kinase inh: 0.1

O=C(CSc1ncn[nH]1)N1CCN(S(=O)(=O)c2ccccc2)CC1
  OX1R antag: 13 | STK33 kinase inh: 0.0

Brc1ccc(Nc2nc(-c3cccnc3)cs2)cc1
  OX1R antag: 59 | STK33 kinase inh: -0.9

CCN(Cc1ccccc1)S(=O)(=O)c1cc(C(=O)NC2CCCCCC2)ccc1OC
  OX1R antag: 29 | STK33 kinase inh: -3.3

Further structures follow:
Under each structure: OX1R antag | STK33 kinase inh
> CC(C)(C)NCc1ccccc1OCc1cccs1
    1 | -1.9
> CCC(=O)NC(c1ccccc1Cl)c1c(O)ccc2ccccc12 (stereo unspecified)
    8 | 2.5
> COc1ccc(NC(=O)CN2CCC(NC(=O)c3ccc(OC)cc3)CC2)cc1
    -8 | 1.0
> COC(=O)c1ccc(CC(=O)c2nc3ccccc3s2)cc1
    4 | .
> Cc1ccc(C(=O)NCC(=O)OCC(=O)NCCNC(=O)COC(=O)CNC(=O)c2ccc(C)cc2)cc1
    12 | -1.8
> COc1ccc(-n2ncc3c(NCc4cccs4)ncnc32)cc1
    10 | -0.6
> CC1CCN(S(=O)(=O)c2ccc(NC(=O)Cc3ccccc3)cc2)CC1
    14 | -0.3
> COc1ccccc1NC(=O)/C(=C/c1cccs1)NC(=O)c1ccco1
    9 | -1.5
> CC(=O)c1cccc(NC(=O)Nc2cccs2)c1
    22 | -0.2
> CCCOc1ccc(C2C(C(=O)c3cc4ccccc4o3)=C(O)C(=O)N2c2cc(C)on2)cc1OC (stereo unspecified)
    -2 | 3.6
> CCn1nc([N+](=O)[O-])c(C(C#N)c2nc3cc(C(F)(F)F)ccc3s2)c(Cl)c1=O (stereo unspecified)
    62* | 0.4
> CCN1CCN(CCCNC(=O)CN2C(=O)c3cccnc3Oc3ccc(Cl)cc32)CC1
    11 | -0.7
> CC(C)(C)OC(=O)N1CCC(c2c(C(=O)NCC3CCN(C4CCCC4)C3)cnn2-c2ccccc2)CC1 (stereo unspecified)
    6 | -0.1
> C=CCN1C(=O)C2(/C(=C(\O)c3ccc4c(c3)OCCO4)C(=O)C(=O)N2CCCOC)c2ccccc21 (stereo unspecified)
    8 | -0.4
> Cc1cccc(CN2CCN(Cc3cccc4nonc34)CC2CCO)n1 (stereo unspecified)
    44 | -1.6
> COc1cccc(C2CC(c3ccc(C)cc3)Nc3nc(N)nn32)c1 (stereo unspecified)
    14 | -0.8
> C=CCC[C@@H](Cc1ccc(F)cc1)C(=O)OC[C@@H](Cc1c[nH]c2ccccc12)NC(=O)[C@@H](CC=C)CC(=O)N[C@@H](CO)Cc1ccccc1
    -5 | -1.4
> CCC(C)(C)n1nnnc1C(c1cc(OC)c(OC)c(OC)c1)N1CCN(c2ccccc2)CC1 (stereo unspecified)
    6 | -7.6
> CCOc1ccc(N/C(C)=C/C(=O)c2ccc3c(c2)OCCO3)cc1
    1 | 3.4
> CCc1ccc(/C=C2\Oc3c(ccc(O)c3CN3CCN(CCO)CC3)C2=O)cc1
    21 | 2.6
> Nc1ncnc2c1ncn2[C@@H]1O[C@H](CO)C[C@@H]1O
    23 | 9.2
> Cn1c(COc2ccccc2)nnc1SCC(=O)c1cccc([N+](=O)[O-])c1
    10 | -1.5
> O=C(CCc1ccccc1)NC(NC(=S)Nc1cccc(Cl)c1)C(Cl)(Cl)Cl (stereo unspecified)
    13 | -1.0
> C=CCN(c1ccc(Br)cc1C(=O)OC)S(C)(=O)=O
    -2 | 0.1
> c1ccc(SCCOCCn2cncn2)cc1
    21 | 1.3
> Cn1c(=O)c2c(nc(Sc3ncccn3)n2Cc2ccccc2Cl)n(C)c1=O
    16 | 0.1
> O=C(CSc1nnc(-c2ccc3c(c2)OCCO3)o1)N1CCCC1
    12 | -0.2
> Cc1cccc(C(=O)Oc2ccc(/C=N/O)cc2)c1
    26 | -0.1
> COc1ccc(/C=C/C(=O)Nc2sc(Cc3ccccc3)c(C)c2C(N)=O)cc1
    13 | 0.1
> Cc1ccc(C(=O)NC2c3ccccc3-c3ccccc32)cc1
    5 | -3.3

Whole records, quoted from the list. Values in the order: OX1R antag | STK33 kinase inh
CCOc1ccc(/C=N/N2CCN(Cc3ccccc3)CC2)cc1 reads 26 | -1.6
Cc1cccc(C(=O)Oc2ccc(/C=N/O)cc2)c1 reads 26 | -0.1
C=CCC[C@@H](Cc1ccc(F)cc1)C(=O)OC[C@@H](Cc1c[nH]c2ccccc12)NC(=O)[C@@H](CC=C)CC(=O)N[C@@H](CO)Cc1ccccc1 reads -5 | -1.4

Other results.
Under each structure: OX1R antag | STK33 kinase inh
> Cc1nn(CCOc2ccc(Br)cc2)c(C)c1[N+](=O)[O-]
    3 | -0.9
> O=C1CC(c2ccc(F)c(Br)c2)C2=C(CCCC2=O)N1 (stereo unspecified)
    6 | -1.5
> CC(C)CC(=O)NC(=S)Nc1cccc(NC(=O)c2ccccc2Cl)c1
    13 | -1.3
> CN(C)CCCN(C(=O)c1cc(Cl)sc1Cl)c1nc2cc3c(cc2s1)OCO3
    9 | 0.4
> CCOC(=O)C1=C(CN2CCOCC2)NC(=O)NC1c1cccc([N+](=O)[O-])c1 (stereo unspecified)
    21 | 1.7
> O=C(O)c1cccc2c1C(=O)c1ccc(-c3ccc(F)cc3OCc3ccccc3)cc1S2(=O)=O
    0 | -1.2
> COc1cccc(NC(=O)Nc2nnc(Cc3ccc(OC)c(OC)c3)s2)c1
    6 | 0.7
> CCN(CC)S(=O)(=O)c1ccc(C(=O)OCn2nnc3ccccc3c2=O)cc1
    1 | 0.0
> O=C(NC(=S)Nc1ccc2nc[nH]c2c1)c1ccccc1
    9 | 0.3
> O=C(COC(=O)c1ccc(Br)cc1)NCCc1ccccc1
    36 | -0.1
> O=c1o[nH]c(-c2ccccc2)c1-c1ccccc1
    10 | -2.5
> Cc1c(-c2ccc(Br)cc2)[n+](=O)c2c(n1[O-])CCCC2
    10 | 0.1
> Cc1ccc(NC(=O)CCN2C(=O)c3cccc([N+](=O)[O-])c3C2=O)c(Br)c1
    8 | -1.1
> COc1ccc(C2(C(=O)NCC3CCCO3)CCOCC2)cc1 (stereo unspecified)
    12 | -1.5
> O=c1cc(C(F)(F)F)[nH]c2c(C(F)(F)F)cccc12
    67* | -0.5
> COc1ccc(NC(=O)CN(C)S(=O)(=O)c2ccc3c(c2)CC(C)N3C(C)=O)cc1OC (stereo unspecified)
    5 | -2.3
> CNc1oc(-c2ccccc2Cl)nc1C#N
    20 | .
> CNC(=O)/C=C1\NC(C)(C)Cc2ccccc21
    6 | -0.3
> CC(C)CNS(=O)(=O)c1ccc(S(=O)(=O)N2CCC(N3CCCCC3)CC2)cc1
    8 | 1.6
> CCN(CC(=O)NCc1ccc(F)cc1)C(=O)c1ccc2c(c1)OCO2
    2 | -0.2
> Cc1csc(NC(=O)CSc2nnc3c4ccccc4nc(C(C)(C)C)n23)n1
    33 | -0.3
> Cc1ccc(N(CC(=O)N/N=C/c2cccc(Br)c2)S(C)(=O)=O)cc1
    16 | -0.9
> COc1ccc(C(CCN(Cc2ccc(OC)c(OC)c2)C(C)=O)C(C)C)cc1 (stereo unspecified)
    . | -1.2
> O=C(CC(C(=O)O)C1CCCO1)NCc1ccccc1 (stereo unspecified)
    11 | -1.1
> COc1cccc(OCc2ccc(Cl)cc2)c1C#N
    10 | -0.8
> CCOC(=O)C1CCCN(C(=O)COc2ccccc2O)C1 (stereo unspecified)
    7 | 1.3
> CC1CCCN(C(=O)c2ccc3c(=O)n(Cc4ccc5c(c4)OCO5)c(=S)[nH]c3c2)C1 (stereo unspecified)
    4 | -3.9
> COc1ccccc1OC(C)C(=O)Nc1ccc2c(c1)n(C)c(=O)n2C (stereo unspecified)
    6 | -1.1
> Cc1ccsc1/C=N/Nc1nc(=O)[nH]nc1C
    10 | 12
> COCCN=c1scc(-c2cccs2)n1/N=C/c1ccc(O)c(O)c1O
    21 | -0.5
> NS(=O)(=O)c1ccc(NC(=O)COC(=O)CCC2CCCCC2)cc1
    17 | .
> CCc1ccccc1NC(=O)CCN1C(=O)C2C3CCC(C3)C2C1=O (stereo unspecified)
    27 | 1.9
> O=C(CN1CCCCCC1)N1c2ccccc2Sc2ccc(C(F)(F)F)cc21
    13 | 0.1
> COc1ccc(/C=N/OCC(=O)N(Cc2ccccc2)c2ccccc2C(=O)O)cc1
    33 | 0.4
> COC(=O)c1nnn(CC(=O)NC(=O)Nc2cccc(Cl)c2C)c1C(=O)OC
    19 | -1.1
> CCCCn1nnnc1NCc1ccc(OC)c(OC)c1OC
    11 | -1.2
> COc1ccc(Nc2nc(NC(C)(C)C)nc(N3CCOCC3)n2)c(OC)c1
    15 | -0.9
> COc1ccc(S(=O)(=O)Nc2ccc3c(c2)OCCO3)cc1Cl
    46 | 0.3
> C#CCOCCOCCOCCNc1nc(N2CCN(C(=O)CCCCCCCCCCNC(=O)[C@H]([C@@H](C)CC)n3cc(CCCCCN)nn3)CC2)nc(N2CCN(C(=O)CCCCCCCCCCNC(=O)[C@@H]([C@H](C)O)n3cc(C)nn3)CC2)n1
    -23 | 11
> Cc1nc2ccccc2nc1OCc1ccc([N+](=O)[O-])cc1
    26 | 0.2
> COc1ccccc1C(=O)Nc1ccc(S(=O)(=O)Nc2nccs2)cc1
    7 | 9.5
> Cc1nnc(SCC(=O)NNC(=O)COc2ccc(Br)cc2)n1C
    2 | -2.3
> O=C(CSc1nnnn1-c1ccccc1)N1CCN(C(=O)c2ccco2)CC1
    10 | 0.2
> CN(C)c1ccc(/C=N/NC(=O)c2cccc(N3CCCC3=O)c2)cc1
    11 | -0.3
> COc1ccc(NC(=O)Cn2ncc(Cl)c(Cl)c2=O)cc1S(=O)(=O)N1CCOCC1
    4 | -1.0
> Cc1cc2n(n1)SC(Nc1ccc(F)c(Cl)c1)N2 (stereo unspecified)
    6 | 5.2
> Fc1cccc(CSc2ccc(-c3ccco3)nn2)c1
    25 | 0.7
> CC(C)c1nnc(NC(=O)CCC(=O)N2CCN(C3CCCCC3)CC2)s1
    3 | -1.1
> Cc1ccccc1NC(=O)c1ccc2c(c1)CCN2S(C)(=O)=O
    . | -1.1
> CCCNC(=O)c1cc2ccccc2c(=O)o1
    17 | 0.0
> CC(=O)Cc1nsc(NC(=O)c2ccco2)n1
    10 | -2.0
> COc1ccccc1C1CCN(c2ccc([N+](=O)[O-])cn2)CC1
    11 | -0.5
> CCOC(=O)CN1C2=NCCN2c2ccccc21
    11 | -0.7
> Cc1cc(SCC(=O)c2cc3ccccc3o2)nc2ccccc12
    20 | -3.6
> Cn1c(/C=C/c2ccc(Br)cc2)c([N+](=O)[O-])c(=O)n(C)c1=O
    -3 | -1.0
> NC(=O)c1ccccc1OCC(=O)Nc1ccc2c(c1)CCC2
    2 | -0.6
> Cc1ccc(S(=O)(=O)N2CCN(c3nc4ccccc4nc3-n3nc(C)cc3C)CC2)cc1
    9 | -1.4
> CCC(=O)NNc1nc2c(Cl)cccc2s1
    7 | 0.0
> Cc1ccc(Nc2c(-c3ccco3)nc3nc(C)cc(C)n23)cc1
    10 | 1.3
> CCc1ccc(N2CC(C(=O)NCc3ccc4c(c3)OCO4)CC2=O)cc1 (stereo unspecified)
    1 | 0.8

Next part
Under each structure: OX1R antag | STK33 kinase inh
> O=C(Nn1c(O)c(C=C2N=c3ccccc3=N2)sc1=S)c1cccc(Cl)c1
    14 | -1.1
> COC(=O)c1ccc(CN(C(=O)N2CCN(C)CC2)S(=O)(=O)c2ccc(C)cc2)cc1
    8 | -0.5
> C[C@H](CO)N1C[C@H](C)[C@@H](CN(C)Cc2ccc(Oc3ccccc3)cc2)Oc2c(NC(=O)C3CC3)cccc2C1=O
    20 | -0.7
> COc1cc(C(=O)Nc2sc3c(c2C(=O)O)CCC(C)C3)cc(OC)c1OC (stereo unspecified)
    20 | 0.7
> Cc1noc(NS(=O)(=O)c2ccc(NC(=O)c3nn(-c4ccccc4)ccc3=O)cc2)c1C
    12 | 2.7
> COc1cc(S(=O)(=O)n2ccc(C)n2)ccc1Cl
    29 | -0.6
> CCOc1c2ccc(C(=O)NC3CCCc4ccccc43)cc2nn1C (stereo unspecified)
    3 | -0.7
> O=C(NC1CCCCCC1)c1cc(-c2ccccn2)nc2ccccc12
    10 | -1.7
> O=C(O)Cn1c(=O)c2cccn2c2ccccc21
    11 | -1.0
> COc1cccc(NCc2cc(=O)oc3cc(C)c(O)cc23)c1
    10 | -0.2
> Cc1ccc(-c2cc(C(=O)NCc3ccccn3)c3ccccc3n2)cc1
    32 | -0.8
